RXFP1 antagonist – RXFP1 (human) relaxin receptor antagonism; HEK293-RXFP1, relaxin-stimulated cAMP HTRF, 30 min; hits give low values; activity change, negative = inhibition, % at 57.5 µM; Q9HBX9; 0.59% of 350,000 active;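 active = activity change of -60% or lower, but not beyond a set lower limit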; also: % is scaled to controls: 0 for no effect and ±100 for the full control effect
D1 antag – antagonists of human D1 dopamine receptor | HEK293 TREx D1 cells, calcium flux, dopamine EC80; hits give low values | activity change, negative = inhibition, % at 10 µM | 3.2% of 360,000 active; in the data active = activity change below about -30%; also: % is scaled to controls: 0 for no effect and ±100 for the full control effect
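Using tetracycline-induced force-coupled D1 Hek293 cells and a calcium dye, signals were followed for 180 s after compound, then for 180 s after EC80 dopamine, to detect inhibitors.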
D2 agonist – agonists of human D2 dopamine receptor; P14416; HEK293 T-REx D2 cells, calcium flux agonist mode; activation, % at 2 µM; 0.53% of 340,000 active;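 active = activation over 3 SD above normal in the single-dose calcium agonist read, cut at about 30% in these data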; also: 0% is about no effect
Target sequence (P14416 whole entry, looked up): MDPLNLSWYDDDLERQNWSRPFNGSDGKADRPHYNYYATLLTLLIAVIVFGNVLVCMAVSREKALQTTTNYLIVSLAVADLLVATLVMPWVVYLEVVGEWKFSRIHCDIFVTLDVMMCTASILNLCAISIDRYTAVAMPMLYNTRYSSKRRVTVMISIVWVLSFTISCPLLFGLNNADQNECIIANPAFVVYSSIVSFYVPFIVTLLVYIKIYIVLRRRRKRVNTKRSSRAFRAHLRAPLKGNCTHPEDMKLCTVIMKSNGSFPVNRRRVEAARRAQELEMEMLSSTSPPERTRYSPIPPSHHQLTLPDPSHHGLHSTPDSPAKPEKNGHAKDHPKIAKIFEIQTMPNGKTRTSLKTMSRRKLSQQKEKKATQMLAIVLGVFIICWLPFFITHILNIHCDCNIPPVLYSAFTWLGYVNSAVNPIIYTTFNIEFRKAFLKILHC
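Calcium-flux readout, 1 cycle/sec over 180 s following compound pin transfer, in inducible HEK293 Trex D2 cells (force-coupled); dopamine controls included. Positive calcium responses during this window marked compounds as potential agonists.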
D1 potentiator – enhances dopamine response at the human D1 receptor; potentiation, % at 10 µM; 0.036% of 360,000 active; HEK293 TREx D1 cells, calcium flux, dopamine EC20 potentiation; in the data active = potentiation above about 30%; also: 0% is about no effect
D1 agonist – agonists of human D1 dopamine receptor; P21728; HEK293 T-REx D1 cells, calcium flux, agonist mode; activation, % at 2 µM; 1% of 360,000 active; AID 504660; in the data active = activation above about 30%; also: 0% is about no effect
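Agonism was scored from calcium flux recorded over 180 s (1 read/s) after pintool compound addition, following a 10-cycle baseline. Cells were inducible force-coupled HEK293 TREx D1, plated overnight at 30 C and loaded with no-wash calcium dye.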
D2 potentiator – positively modulates the human D2 dopamine receptor allosterically; 0.34% of 340,000 active; HEK293 T-REx D2, calcium flux, EC20 dopamine potentiation; potentiation, % at 10 µM; P14416;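 active = potentiation over 3 SD above the plate norm, cut at about 30% in these data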; also: 0% is about no effect
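Cells plated with tetracycline inducer and held overnight at 30 C; calcium dye loaded 30–90 min at room temperature; baseline taken, compound added and read 180 s; EC20 dopamine then added and read 180 s.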
D2 antag – antagonists of human D2 dopamine receptor; HEK293 TREx D2 cells, calcium flux, dopamine EC80; 2% of 340,000 active; AID 485344; inhibition, % at 10 µM; P14416; in the data active = inhibition above about 30%; also: 0% is about no effect
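Dopamine at EC80 is the agonist stimulus; test compounds precede it by 180 s. Calcium flux read kinetically in a force-coupled, inducible HEK293 T-REx D2 cell line.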
TRHR enhancer – allosteric enhancers of human TRH receptor; P34981; 0.66% of 360,000 active; TRHR cells, fluo-8 calcium fluorescence, EC20 TRH enhancement; enhancement, % at 2 µM; AID 493056; in the data active = enhancement above about 30%; also: 0% is about no effect
Target sequence (P34981 whole entry, looked up): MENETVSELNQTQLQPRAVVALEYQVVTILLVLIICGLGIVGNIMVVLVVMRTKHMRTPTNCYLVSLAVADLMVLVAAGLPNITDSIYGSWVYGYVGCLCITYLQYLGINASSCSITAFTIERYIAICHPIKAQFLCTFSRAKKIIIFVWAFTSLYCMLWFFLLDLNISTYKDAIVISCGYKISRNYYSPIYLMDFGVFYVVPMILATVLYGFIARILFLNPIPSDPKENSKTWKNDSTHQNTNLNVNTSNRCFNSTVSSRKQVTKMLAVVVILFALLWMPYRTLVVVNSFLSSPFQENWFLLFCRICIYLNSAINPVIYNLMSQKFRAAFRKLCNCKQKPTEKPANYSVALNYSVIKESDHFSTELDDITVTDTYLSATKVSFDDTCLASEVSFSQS
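TRHR-expressing cells loaded with fluo-8 calcium dye were read kinetically (ex 480/em 530) during compound addition, then stimulated with an EC20 of TRH (10 nM final). Enhancement of the Gq-mediated intracellular calcium response was scored.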
RXFP1 agonist – agonists of human relaxin receptor RXFP1; HEK293T-RXFP1 cAMP TR-FRET, 30 min; response scale: percent of porcine relaxin response, buffer zero; Potency, µM (doses to about 57.5 µM), for inactives: at the top dose activation, hits mostly activators; 0.3% of 370,000 active; active = well fitted activation curve with a large enough effect; also: potency is read from the fitted curve at half-maximal effect; % is scaled to controls: 0 for no effect and ±100 for the full control effect; nearly all actives have a fitted effect of over 60% in size; many of its hits are not listed in these tables
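HEK293 cells stably expressing RXFP1, treated 30 min at 37C with compounds plus PDE4 inhibitor Ro 20174; cAMP measured by HTRF TR-FRET. Normalized to buffer and 29 nM porcine relaxin; EC50 by Hill fit.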
Starred values were filed as active, the others as inactive; · = not tested or not shown. Only part of the results is shown, so the mix of outcomes need not match the whole.

SMILES | RXFP1 antagonist | D1 antag | D2 agonist | D1 potentiator | D1 agonist | D2 potentiator | D2 antag | TRHR enhancer | RXFP1 agonist
Cc1nc(C(=O)Nc2cc(Cl)ccc2Cl)nn1-c1cc(OC(C)C)c(Cl)cc1Cl | -5.4 | 15.3 | 0.4 | 3.1 | 0.6 | 2.0 | 0.7 | 6.1 | -0.6%
CC(C)NC(=O)COc1ccc2c(c1)C(=O)CC(C)(C)O2 | 4.8 | 3.4 | 0.1 | -3.4 | 1.9 | -3.7 | -11.5 | -8.8 | 5.0%
CN(CC(=O)NC(=O)NCc1ccccc1)CC(=O)Nc1ccc(Cl)c(Cl)c1 | -7.6 | -16.0 | 0.3 | -1.6 | 6.8 | 20.3 | 6.1 | 10.5 | 1.6%
CCC(=O)N1CCN(c2ccc(NC(=O)c3ccccc3)cc2)CC1 | -4.4 | 5.9 | -0.1 | 1.4 | 1.9 | 2.5 | -7.1 | 0.0 | 1.8%
O=C(NC1(Cc2ccccc2)CCN(CCc2cccs2)C1=O)c1ccccc1 (stereo not drawn) | · | · | -0.4 | -2.7 | -3.3 | 9.6 | -0.3 | -4.3 | 1.4%
CC(O)CNc1nc2ccccc2n1CC(=O)NC12CC3CC(CC(C3)C1)C2 (stereo not drawn) | 6.3 | -2.5 | 1.2 | -3.6 | -0.4 | -2.7 | -1.3 | -2.5 | -0.1%
COc1ccc(NC(=O)CN(C)S(=O)(=O)c2ccc3c(c2)n(C)c(=O)c(=O)n3C)cc1 | 5.3 | -6.1 | 1.3 | 12.5 | 0.9 | -1.3 | -11.0 | 6.2 | 13.0%
COc1cc(C=Nc2cccc(C)c2)c(O)c([N+](=O)[O-])c1 | 25.0 | 1.3 | 0.5 | -4.3 | 3.9 | 5.6 | -6.0 | 14.5 | -1.4%
O=C(c1ccc(F)cc1)N1CCOCC1 | -5.7 | -12.0 | 1.5 | -0.9 | 3.9 | -18.0 | 20.4 | 2.5 | -3.2%
CC(C)NC(=O)C(=O)NCCCN1CCOCC1 | -7.8 | -4.6 | · | -3.4 | 3.4 | · | · | 20.2 | 0.0%
Cc1cc(C)cc(N)c1 | · | · | 1.0 | -1.4 | 3.9 | 10.0 | -0.9 | 4.4 | 1.6%
O=C(NCCO)C(=O)c1c(-c2ccccc2)cc2ccccn12 | 4.2 | -31.1* | 0.2 | -2.6 | 0.3 | -0.8 | -4.2 | 11.6 | -1.1%
CCN(Cc1cc2ccccc2[nH]c1=O)S(=O)(=O)c1ccc(OC)cc1 | -23.9 | -39.3* | -1.1 | -7.3 | 5.9 | 2.4 | 0.1 | -7.1 | 2.8%
Cc1ccc(C2CC2c2n[nH]c(=S)n2-c2cccc(C)c2)cc1 (stereo not drawn) | -16.3 | 6.4 | 0.6 | -2.6 | 3.8 | 5.1 | -1.4 | 4.9 | 0.3%
COc1cc(-c2noc(C)c2C(=O)NCCc2c[nH]c3ccccc23)cc(OC)c1OC | · | -3.4 | 0.4 | 1.0 | -1.2 | -10.6 | 1.5 | 25.3 | 2.7%
O=C(C1=C[C@@H](c2ccc(Br)cc2)C[C@@H](OCCCCO)O1)N1CCN(Cc2ccccc2)CC1 | · | -20.8 | -0.3 | -2.9 | 2.0 | -1.0 | -9.4 | 1.8 | 1.4%
Cc1cc(C)cc(NC(=O)Nc2cccnc2)c1 | 3.2 | 4.9 | -0.2 | -8.6 | 3.3 | -10.5 | -16.7 | -3.4 | 3.2%
Cc1cccc(-c2nc(SCc3ccc(Br)cc3)n3[nH]c(=O)cc3n2)c1 | · | -8.0 | 0.2 | -2.9 | 3.0 | · | · | 4.7 | -0.4%
CCOC(=O)CCCCC(=O)c1[nH]c(=O)[nH]c1CSc1nc(-c2ccccc2)c(C#N)c(=O)[nH]1 | 5.8 | -3.5 | -0.1 | 0.1 | 2.3 | 1.0 | 2.7 | -1.6 | 5.5%
CCc1ccccc1NC(=O)C1CCN(S(=O)(=O)c2cn(C)cn2)CC1 | -0.6 | -9.7 | -2.8 | 0.0 | 0.5 | 2.0 | · | -2.3 | 0.5%
CCOC(=O)[C@H](CCc1ccccc1)N[C@@H](C)C(=O)N1CCC[C@@H]1C(=O)O | · | -5.8 | -1.3 | -1.2 | -2.3 | -6.0 | -5.6 | -0.7 | 0.9%
Cc1ccc(S(=O)(=O)N2CCN(C(=O)C3CCN(C(=O)c4ccccc4C)CC3)CC2)cc1C | -9.0 | -5.9 | 2.5 | 4.2 | 2.6 | -0.7 | 2.5 | -16.5 | 1.1%
O=C(OCc1cnc(Cl)s1)c1cccs1 | 3.1 | -16.2 | -0.2 | -1.9 | -0.1 | 2.9 | 3.6 | 2.0 | 1.7%
COc1ccc2ccccc2c1/C=N/NC(=O)c1ccc([N+](=O)[O-])cc1 | -19.6 | -5.6 | -1.5 | -6.8 | -0.5 | -27.7 | 70.5* | 0.3 | 0.0%
O=C(Nc1ccc(-c2nc3ccccc3[nH]2)cc1)c1c(F)c(F)c(F)c(F)c1F | -3.2 | · | 8.5 | -3.7 | 0.5 | 2.8 | -7.3 | 1.8 | 27.2%

Pulled one by one from above:
SMILES | RXFP1 antagonist | D1 antag | D2 agonist | D1 potentiator | D1 agonist | D2 potentiator | D2 antag | TRHR enhancer | RXFP1 agonist
CCC(=O)N1CCN(c2ccc(NC(=O)c3ccccc3)cc2)CC1 | -4.4 | 5.9 | -0.1 | 1.4 | 1.9 | 2.5 | -7.1 | 0.0 | 1.8%
CC(C)NC(=O)C(=O)NCCCN1CCOCC1 | -7.8 | -4.6 | · | -3.4 | 3.4 | · | · | 20.2 | 0.0%
COc1ccc2ccccc2c1/C=N/NC(=O)c1ccc([N+](=O)[O-])cc1 | -19.6 | -5.6 | -1.5 | -6.8 | -0.5 | -27.7 | 70.5* | 0.3 | 0.0%
O=C(OCc1cnc(Cl)s1)c1cccs1 | 3.1 | -16.2 | -0.2 | -1.9 | -0.1 | 2.9 | 3.6 | 2.0 | 1.7%

Next section
SMILES | RXFP1 antagonist | D1 antag | D2 agonist | D1 potentiator | D1 agonist | D2 potentiator | D2 antag | TRHR enhancer | RXFP1 agonist
COc1ccc(CN2CCC(C(=O)c3ccc(Cl)cc3)CC2)cc1 | -4.9 | -23.0 | -0.8 | -10.8 | 9.5 | -25.6 | 35.3* | -1.6 | 0.0%
O=C(COC(=O)/C=C/c1ccc([N+](=O)[O-])cc1)NCc1ccco1 | -0.4 | 6.1 | -0.3 | -2.6 | 8.8 | 3.1 | 10.6 | -1.9 | 1.0%
CCOc1ccccc1N1CCN(Cc2ccc(Br)s2)CC1 | -19.2 | 4.1 | · | -2.4 | 4.0 | -24.8 | · | -3.1 | 2.4%
CCOC(=O)c1ccc(NC(=O)Nc2ccn(C)n2)cc1 | -9.9 | -8.9 | 0.8 | -6.8 | 8.5 | -1.6 | -9.2 | 7.6 | -1.3%
CCOC(=O)c1ccc(N2C(=O)[C@@H](c3ccccc3)[C@H]2c2ccccc2)cc1 | · | -1.3 | · | -4.9 | 5.6 | · | · | -1.6 | 1.8%
CNC(=S)NNC(=O)c1ccccc1F | -12.0 | -9.0 | 1.1 | -2.5 | 6.6 | 6.4 | 2.7 | 28.3 | -0.6%
COc1cccc(CN2CCN(c3nc4nonc4nc3NC3CC3)CC2)c1 | 0.1 | 4.3 | 0.0 | 0.8 | 1.8 | -9.1 | -2.9 | -2.7 | 6.1%
CCOc1c2ccoc2nc2c(OC)c(OC)ccc12 | 15.9 | -28.9 | 0.2 | -2.2 | -5.3 | -16.3 | 1.2 | -0.5 | 8.5%
COc1ccccc1CC(=O)Nc1cccc(S(=O)(=O)N2CCOCC2)c1 | -6.6 | -21.2 | 1.0 | -2.3 | 2.0 | -9.3 | -14.4 | 4.0 | -3.7%
COc1ccccc1NC(=O)CSc1nnc(-c2nonc2NC(C)=O)n1-c1ccccc1 | -2.6 | -2.0 | 2.0 | 0.5 | -2.6 | 0.7 | · | 1.6 | 0.2%
COc1ccc(-c2ccc(C(=O)C3CC3)cc2)cc1 | 0.3 | -27.1 | 1.2 | -0.8 | 2.1 | 5.8 | 4.4 | 8.2 | 0.0%
Cc1ccc(-n2c(COc3cccc(C)c3)n[nH]c2=S)cc1 | -8.2 | 8.1 | -0.7 | -0.9 | 1.1 | 1.9 | -7.4 | 1.7 | -0.7%
CCOc1ccc(CCNC(c2cccc(Cl)c2)c2nnc(-c3ccccc3)o2)cc1OCC (stereo not drawn) | -21.3 | -7.8 | 4.0 | -4.5 | 16.6 | 6.8 | · | -3.6 | 2.5%
CCCNC(=S)Nc1cccc(C(F)(F)F)c1 | -0.7 | -12.2 | 0.9 | -1.9 | 16.5 | -7.4 | -5.8 | -1.9 | 0.6%
O=C(NC1CCN(Cc2ccccc2)C1)c1cccc(S(=O)(=O)N2CCOCC2)c1 (stereo not drawn) | -5.0 | -12.1 | -0.1 | 3.9 | 1.2 | -27.7 | -30.9 | 10.4 | 0.9%
O=C(c1cc(N2C(=O)C3C4CCC(C4)C3C2=O)ccc1Cl)N1CCN(c2ccccc2)CC1 (stereo not drawn) | -4.9 | -2.1 | · | 1.4 | 0.3 | -9.0 | 2.6 | -2.0 | 8.4%
COc1ccc(C[C@H]2CN3C(=NC[C@@H]3Cc3ccc(O)cc3)N2C[C@H](C)NC(=O)CCC2CCCCC2)cc1 | · | 16.7 | -0.8 | -4.0 | 0.0 | -11.6 | -46.2 | 1.6 | 0.0%
O=C(NC1CCCCCC1)C1c2ccccc2C(=O)N1C1CC1 (stereo not drawn) | 11.2 | -15.9 | · | -1.9 | -0.8 | -3.6 | · | 6.2 | 2.8%
Cc1c(N2CCCC2)cc2c(c1NC(=O)c1ccccc1Cl)C(C)(C)CC2(C)C | -8.0 | 3.9 | 0.5 | 0.5 | 1.9 | 23.3 | -40.3 | -4.6 | -1.2%
CC(=O)Nc1cccc(-c2csc(Nc3cc(C)ccn3)n2)c1 | -10.2 | 2.6 | 0.1 | 0.9 | 4.4 | 5.6 | -27.3 | 5.9 | 5.0%
NC(=O)CC(NC(=O)Cc1cccc2ccccc12)c1ccc(NCc2ccc(F)c(F)c2)c([N+](=O)[O-])c1 (stereo not drawn) | · | -10.1 | -1.4 | 2.4 | 2.3 | 8.9 | 10.5 | 14.7 | -0.4%
O=C(COC(=O)c1cccnc1)Nc1ccc2c(c1)OCO2 | 1.4 | 5.1 | -1.2 | 11.8 | 1.8 | -5.3 | 27.8 | -6.4 | -0.8%
Cc1cnc(C(=O)OCC(=O)Nc2ccc(Cl)cc2Cl)cn1 | 0.3 | 0.1 | 0.6 | 0.2 | -0.3 | 10.2 | -15.3 | -5.3 | 2.3%
COc1cc2c(cc1OC)CN(C(=S)Nc1ccc(Cl)cc1)CC2 | 6.1 | -35.3* | -0.4 | -6.0 | 7.0 | -10.6 | -5.3 | -3.6 | -0.1%
FC(F)Oc1ccc(NC(=S)N2CCc3ccccc32)cc1 | -19.3 | -4.2 | 0.8 | -3.4 | 4.4 | 4.7 | -13.1 | 4.8 | 0.4%
S=C(NC1CCCCC1)N1CCc2[nH]c3ccccc3c2C1 | 7.1 | -3.7 | 4.3 | -9.7 | 0.9 | 3.3 | -25.9 | 0.2 | -0.2%

High-throughput results from PubChem BioAssay.
